D2 PAM: positively modulates the human D2 dopamine receptor allosterically | actives 0.34% (n = 340,000) | P14416 | AID 485347 | potentiation, % at 10 µM | HEK293 T-REx D2, calcium flux, EC20 dopamine potentiation;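 active means potentiation over 3 SD above the plate norm, cut at about 30% in these data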; further: 0% is about no effect
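Using a no-wash calcium dye in inducible, force-coupled HEK293 Trex cells expressing D2, we tracked fluorescence each second for 180 s after compound, then for 180 s after EC20 dopamine to detect augmented signalling.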
D1 antag: blocks dopamine activation of the human D1 receptor; HEK293 TREx D1 cells, calcium flux, dopamine EC80; active compounds read low; actives 3.2% (n = 360,000); P21728; activity change, negative = inhibition, % at 10 µM; in the data active means activity change below about -30%; further: on the % scale 0 is the no-effect control and ±100 the full control effect
Target sequence (P21728 whole entry, looked up): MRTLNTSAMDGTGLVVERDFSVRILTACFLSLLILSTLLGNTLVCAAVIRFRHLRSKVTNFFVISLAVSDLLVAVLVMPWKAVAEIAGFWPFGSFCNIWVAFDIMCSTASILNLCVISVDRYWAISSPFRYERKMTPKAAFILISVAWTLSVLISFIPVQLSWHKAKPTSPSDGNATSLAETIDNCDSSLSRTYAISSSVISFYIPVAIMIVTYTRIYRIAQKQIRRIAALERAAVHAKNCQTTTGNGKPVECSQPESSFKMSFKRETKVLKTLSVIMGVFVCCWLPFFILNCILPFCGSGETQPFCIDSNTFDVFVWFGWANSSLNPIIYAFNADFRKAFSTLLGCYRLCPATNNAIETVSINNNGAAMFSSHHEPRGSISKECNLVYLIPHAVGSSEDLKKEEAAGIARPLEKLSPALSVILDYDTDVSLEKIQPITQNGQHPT
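HEK293 T-REx cells expressing inducible, force-coupled D1 receptor; no-wash Ca dye, 30–90 min RT. Cmpd → 180 s read at 1 Hz → EC80 DA → 180 s read.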
Vif-APOBEC3F blk: blocks the Vif interaction with APOBEC3F. actives 0.2% (n = 390,000). HeLa A3F-eYFP + Vif (tagged APOBEC3F with the HIV-1 protein that degrades it), YFP fluorescence increase. Potency, µM (series often up to 46.1 µM), for inactives: at the top dose activity, negative = active. AID 602313; further: potency means the concentration at half of the fitted maximal effect; % of control where 0% means no effect; nearly all actives have a fitted effect of over 65% in size
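HeLa cells stably expressing A3F-eYFP plus Vif, plated and incubated overnight at 37 deg C, then exposed to compounds overnight at 37 deg C. Blocked degradation read as raised yellow fluorescence (Ex 488/Em 500-530).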
Vif-APOBEC3G blk: blocks the Vif interaction with human APOBEC3G; actives 0.076% (n = 410,000); Potency, µM (doses to about 46.1 µM), for the others: at the highest dose activity, negative = active, actives largely listed as inhibitors; HeLa A3G-eYFP + Vif (tagged APOBEC3G with the HIV-1 protein that degrades it), YFP fluorescence, overnight; AID 602310;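 further: potency means the concentration at half of the fitted maximal effect; on the % scale 0 is the no-effect control and ±100 the full control effect; nearly all actives have a fitted effect of over 60% in size; hits raise eYFP signal because A3G escapes Vif-driven loss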
Target sequence (Q9HC16 whole entry, looked up): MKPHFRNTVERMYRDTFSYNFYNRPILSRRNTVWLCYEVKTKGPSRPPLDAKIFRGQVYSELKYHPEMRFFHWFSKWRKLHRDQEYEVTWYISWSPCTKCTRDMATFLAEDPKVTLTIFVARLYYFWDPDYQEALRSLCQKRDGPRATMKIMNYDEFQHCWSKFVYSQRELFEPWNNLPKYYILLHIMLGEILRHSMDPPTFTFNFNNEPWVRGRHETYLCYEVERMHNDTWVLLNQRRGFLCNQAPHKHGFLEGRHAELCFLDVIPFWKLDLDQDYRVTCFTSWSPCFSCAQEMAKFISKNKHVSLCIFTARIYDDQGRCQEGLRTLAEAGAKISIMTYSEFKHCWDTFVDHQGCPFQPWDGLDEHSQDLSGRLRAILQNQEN
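HeLa cells stably expressing Vif and C-terminally eYFP-tagged A3G, seeded overnight at 37 deg C, then exposed to compound by pintool overnight at 37 deg C. Rise in yellow fluorescence (Ex 488/Em 500-530, Acumen) marks blocked Vif-driven A3G degradation.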
D1 potentiator: potentiators of human D1 dopamine receptor | P21728 | HEK293 TREx D1 cells, calcium flux, dopamine EC20 potentiation | potentiation, % at 10 µM | actives 0.036% (n = 360,000); in the data active means potentiation above about 30%; further: 0% is about no effect
Glioma ERSR ind: ER stress response induction in glioma. U87-MG GRP78 promoter luciferase reporter, 16 h. Potency, µM, without a hit: top-dose activation, hits mostly activators. actives 0.02% (n = 420,000); further: potency means the concentration at half of the fitted maximal effect; series mostly up to about 76 µM; % of control where 0% means no effect; nearly all actives have a fitted effect of over 35% in size
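Stably transfected U87-MG glioma cells carrying a GRP78-based luciferase sensor; 16 h compound incubation. Luminescence end-point read 10 min after Bright-Glo addition at room temperature.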
D1 ag: activates the human D1 dopamine receptor | P21728 | HEK293 T-REx D1 cells, calcium flux, agonist mode | activation, % at 2 µM | actives 1% (n = 360,000); in the data active means activation above about 30%; further: 0% is about no effect
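Inducible HEK293 T-REx D1 cells, force-coupled to calcium signalling, were plated at 4000 cells/well with tetracycline and held overnight at 30 C. After no-wash calcium dye loading, compound-evoked calcium rise over 180 s flagged agonists.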
RXFP1 ag: RXFP1 (human) receptor agonism; Q9HBX9; HEK293T-RXFP1 cAMP TR-FRET, 30 min; response scale: percent of porcine relaxin response, buffer zero; Potency, µM (doses to about 57.5 µM), for inactives: at the top dose activation, usual class: activators; actives 0.3% (n = 370,000); AID 2676; further: potency means the concentration at half of the fitted maximal effect; on the % scale 0 is the no-effect control and ±100 the full control effect; nearly all actives have a fitted effect of over 60% in size; many of its hits are not listed in these tables
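Agonist response is measured as cAMP accumulation in an RXFP1-transfected HEK293T line under PDE4 inhibition. Values are scaled between buffer-only and 29 nM porcine relaxin, and EC50s come from standard Hill equation fits.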
LDHA block: LDHA (human) enzyme inhibition. actives 0.15% (n = 480,000). activity change, % (values are at about 110 or 230 µM). purified LDHA, NADH/diaphorase-resazurin fluorescence; active compounds read low. P00338; in the data active means activity change below about -30%; inconclusive means mostly about -25% to -30%;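 further: plate controls were DMSO wells for no effect and wells without enzyme for full effect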
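LDH5 2 nM; NADH 0.06 mM, pyruvate 0.2 mM; 200 mM Tris pH 7.4, EDTA, Tween-20; 5 min RT. Detection: diaphorase 0.133 mg/mL + resazurin 37 µM, fluorescence ex540/em590 at 0 and 20 min; normalized to enzyme-free and DMSO wells.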
An asterisk follows results filed as active; ? = inconclusive; / = no result given; & = joins results of further samples. Unless noted, the call rests on the fitted dose curve; in most records, active means well fitted curve in the direction sought with a large enough effect; inconclusive means small, poorly fitted or top-dose-only effect, or another doubt; inactive means no such curve, though single readings can be large; an effect the other way counts as inactive or inconclusive. Only part of the results is shown, so the mix of outcomes need not match the whole.

SMILES | D2 PAM | D1 antag | Vif-APOBEC3F blk | Vif-APOBEC3G blk | D1 potentiator | Glioma ERSR ind | D1 ag | RXFP1 ag | LDHA block
COCCN(Cc1ccccc1)C(=O)c1cccc(S(=O)(=O)N2CCCc3ccccc32)c1 | 6 | 4 | -2% | -1% | -8 | 5% | 8 | 1.5% | 1
C=CCN1C(=O)/C(=C2/Sc3ccccc3N2C)SC1=Nc1ccccc1C | -15 | 9 | -5% | 1% | 3 | -4% | -1 | 0.4% | -5
Cc1ccc(C)c(NC(=O)COc2coc(CN3CCc4ccccc4C3)cc2=O)c1 | 0 | -15 | -3% | 0% | -8 | -6% | 2 | 1.2% | -7
COc1ccc(OC)c(NC(=O)CCCc2nnc3n(C(C)C)c(=O)c4sccc4n23)c1 | 3 | 13 | -3% | -11% | -3 | 6% | 0 | 2.4% | 4
CC(C)(C)OC(=O)N1CCC[C@H]1c1nnc(SCc2c(F)cccc2Cl)o1 | 3 | -14 | 0% | -1% | -4 | -7% | 3 | 1.0% | -7
COC(=O)c1sc(=S)n(-c2ccccc2)c1N | -8 | 2 | -13% | 0% | 6 | -1% | 2 | 0.9% | -5
CSCC[C@H](NC(=O)Cc1ccc(Cl)cc1)C(=O)N1CCC2(CC1)NCCc1[nH]cnc12 | 2 | -2 | 0% | 4% | 4 | -5% | 1 | -0.8% | -10
COc1ccc(/C(C)=N\Nc2nc(-c3ccccc3)cc(=O)[nH]2)cc1 | -13 | -16 | -5% | 1% | -5 | -2% | -1 | 2.2% | -8
CCc1ccc(NS(=O)(=O)c2cc(Br)cc3c2N(C(C)=O)CC3)cc1 | / | 9 | -3% | 4% | -1 | -2% | 8 | 2.9% | -3
Cc1ccc(Cl)cc1NC(=O)CCN1C(=O)C2C3CCC(C3)C2C1=O (centres undefined) | -2 | -2 | -2% | 2% | -3 | -3% | 0 | 5.0% | 1
COc1ccc(-c2cn3c(n2)sc2cc(C(=O)NC4CCCCCC4)ccc23)cc1 | -13 | 22 | -14% | 1% | 1 | 0% | 2 | 8.7% | 3
COc1cccc(N2CC(NC(=O)c3ccco3)CC2=O)c1 (centres undefined) | 6 | / | 7% | 9% | -2 | -2% | -1 | 2.2% | -6&-10
CCOC(=O)C(NC(=O)c1ccc(F)cc1)(Nc1nnc(C)s1)C(F)(F)F (centres undefined) | 1 | 9 | -6% | 3% | -2 | -4% | 2 | 0.0% | 1
Cc1ccc(CS(=O)(=O)CCC(=O)NCC2CCCO2)cc1 (centres undefined) | 10 | 7 | -6% | 3% | 5 | -4% | -3 | 1.1% | 0
O=C(O)CCC(=O)N1CCc2cc(S(=O)(=O)N3CCCCC3)ccc21 | / | / | 0% | 4% | / | -3% | / | -2.0% | -8
Cc1cc(NC(=O)CCSc2ccccc2)no1 | -8 | 26 | 4% | -11% | -3 | 5% | 10 | 1.7% | -2
CC(NC(=O)COC(=O)Cc1ccc(Cl)cc1)c1ccccc1 (centres undefined) | / | / | -8% | 0% | / | -3% | / | / | -1
COCCCNC1CS(=O)(=O)CC1O (centres undefined) | 19 | 4 | -7% | 0% | -5 | -3% | 2 | 0.0% | -2
O=C(NCc1ccc(Cl)cc1)C(=O)c1cn(CC(=O)N2CCOCC2)c2ccccc12 | 8 | -2 | -4% | -3% | -7 | 3% | 0 | 0.4% | -3&3
O=C(c1ccco1)N1CCN(c2cc(C(F)(F)F)nc3ncnn23)CC1 | 8 | 3 | 0% | 0% | -3 | -5% | 0 | 3.0% | 5
COc1ccc(S(=O)(=O)N2CCCC2c2cccs2)cc1 (centres undefined) | 10 | -3 | 1% | 0% | -6 | -3% | 0 | 2.1% | -2
CN(C)S(=O)(=O)c1cc(NC(=O)CN2CCNC(=O)C2)ccc1Cl | -3 | 24 | -2% | -4% | 6 | -4% | 1 | -0.6% | 0
CC(C)(C)Cc1nnc(NC(=O)Cc2cccs2)s1 | -5 | 1 | 1% | -3% | 1 | -3% | 2 | -1.0% | -5
N#Cc1cccc(C(c2nnnn2C2CCCC2)N2CCCCCC2)c1 (centres undefined) | -5 | -22 | ? | -5% | -10 | -6% | 9 | -0.9% | 2
COc1cc(C(=O)NCC(=O)N/N=C(/C)c2cccs2)cc(OC)c1OC | -5 | 26 | 1% | -1% | -7 | -2% | 2 | 0.6% | -9
Carrying on:
SMILES | D2 PAM | D1 antag | Vif-APOBEC3F blk | Vif-APOBEC3G blk | D1 potentiator | Glioma ERSR ind | D1 ag | RXFP1 ag | LDHA block
Cc1cc(C)nc(Nc2cccc(C(F)(F)F)c2)n1 | 11 | -2 | 1% | 1% | -1 | -1% | 7 | 0.2% | -4
O=C1c2ccccc2C(=O)N1CCCc1nc2ccccc2c(=O)n1-c1cccnc1 | -5 | 1 | -9% | -2% | -9 | -7% | 1 | 4.0% | 0
CC1CCCCN1CCCNC(=O)c1ccc2c(c1)sc1nc(-c3ccc(F)cc3)cn12 (centres undefined) | 6 | -13 | -2% | -20% | 1 | -11% | -1 | 3.1% | -1
CCCCOc1ccc(C(=O)NCc2cn3cccc(C)c3n2)cc1 | 5 | -13 | 1% | 3% | 0 | -3% | 0 | 3.1% | -2
O=[N+]([O-])c1cccc(-n2nnnc2CNCc2ccccc2)c1 | 0 | 4 | 3% | -17% | -1 | -2% | 1 | 0.0% | -9
CCNC(=S)Nc1ccc(C)c(S(=O)(=O)Nc2ccccc2OC)c1 | 15 | -14 | 3% | -1% | -4 | -2% | 12 | -5.5% | -3
COCc1ccc(-c2c(-c3ccsc3)sc3ccccc23)cc1 | 0 | / | -5% | -4% | 1 | -2% | 2 | 2.6% | -4
O=C1C(c2ccc(F)cc2)N(CCc2ccc(Cl)cc2)C(=O)CN1C1CCCCC1 (centres undefined) | -8 | 0 | 1% | 1% | 4 | -2% | -2 | 0.9% | -7&-3
Cc1cc(S(=O)(=O)NC(C)c2nnc3ccccn23)ccc1Br (centres undefined) | / | / | 2% | -2% | / | -4% | / | / | -7
CC1CCCN(Cc2nc3c(c(=O)n(C)c(=O)n3C)n2Cc2c(F)cccc2Cl)C1 (centres undefined) | 8 | -2 | -4% | 2% | -2 | -6% | 2 | 0.5% | -7&11
Cn1cc(C(=O)Nc2ccc(Cl)cc2)c(C(F)(F)F)n1 | -4 | -1 | 1% | 2% | -2 | 0% | 2 | 1.8% | 1
O=C(Nc1cc(Cl)cc2c1-c1ccc(Cl)cc1C2O)C(Cl)Cl (centres undefined) | / | / | 2% | ? | / | -4% | / | / | 6
CCC(Oc1ccccc1)C(=O)N1CCN(CC)CC1 (centres undefined) | 10 | -2 | -1% | 1% | -1 | -4% | 3 | 0.0% | 1
Fc1ccc(-n2c(Cc3cccs3)n[nH]c2=S)cc1Cl | -3 | 10 | 2% | 0% | 1 | -2% | 1 | -1.5% | -4
COc1ccc(S(=O)(=O)N2CCOCC2)cc1NC(=O)Cc1ccc(Cl)c(Cl)c1 | 8 | -15 | -6% | -1% | 8 | -4% | 7 | -0.9% | -6
O=C(NCc1ccc(F)cc1)c1cc2c(cc1Cl)N1CCCCCC1=NS2(=O)=O | 12 | 0 | -6% | -1% | 2 | 2% | 0 | 0.7% | -9
CC(C)(CN1CCc2ccccc2C1)NS(=O)(=O)c1ccccc1 | -11 | 3 | 1% | 1% | 3 | -6% | 2 | 2.8% | -12
Cc1ccc(-c2cc(C(=O)N/N=C/c3c[nH]c4ccccc34)n[nH]2)o1 | -22 | -8 | -17% | ? | 0 | 0% | 2 | -1.1% | -1
Cc1ccc(C(=O)Nc2nnc(COc3ccccc3)s2)cc1 | -17 | 1 | -5% | -10% | -11 | 1% | 2 | ? | -9
Cc1noc(/C=C/N(C)C)c1S(=O)(=O)N1CCCC(C(=O)NCc2cccs2)C1 (centres undefined) | 10 | 4 | 5% | -1% | 3 | -3% | 5 | -0.1% | -4
O=C(O)c1cn(-c2ccccc2)nc1C(=O)O | -2 | 5 | -10% | 1% | 0 | -5% | 1 | -3.6% | -1

Exported with values under each structure: part of the list above.
Every second line gives: D2 PAM	D1 antag	Vif-APOBEC3F blk	Vif-APOBEC3G blk	D1 potentiator	Glioma ERSR ind	D1 ag	RXFP1 ag	LDHA block
O=C(Nc1cc(Cl)cc2c1-c1ccc(Cl)cc1C2O)C(Cl)Cl (centres undefined)
    /	/	2%	?	/	-4%	/	/	6
CCC(Oc1ccccc1)C(=O)N1CCN(CC)CC1 (centres undefined)
    10	-2	-1%	1%	-1	-4%	3	0.0%	1
Fc1ccc(-n2c(Cc3cccs3)n[nH]c2=S)cc1Cl
    -3	10	2%	0%	1	-2%	1	-1.5%	-4
COc1ccc(S(=O)(=O)N2CCOCC2)cc1NC(=O)Cc1ccc(Cl)c(Cl)c1
    8	-15	-6%	-1%	8	-4%	7	-0.9%	-6
O=C(NCc1ccc(F)cc1)c1cc2c(cc1Cl)N1CCCCCC1=NS2(=O)=O
    12	0	-6%	-1%	2	2%	0	0.7%	-9
CC(C)(CN1CCc2ccccc2C1)NS(=O)(=O)c1ccccc1
    -11	3	1%	1%	3	-6%	2	2.8%	-12
Cc1ccc(-c2cc(C(=O)N/N=C/c3c[nH]c4ccccc34)n[nH]2)o1
    -22	-8	-17%	?	0	0%	2	-1.1%	-1
Cc1ccc(C(=O)Nc2nnc(COc3ccccc3)s2)cc1
    -17	1	-5%	-10%	-11	1%	2	?	-9
Cc1noc(/C=C/N(C)C)c1S(=O)(=O)N1CCCC(C(=O)NCc2cccs2)C1 (centres undefined)
    10	4	5%	-1%	3	-3%	5	-0.1%	-4
O=C(O)c1cn(-c2ccccc2)nc1C(=O)O
    -2	5	-10%	1%	0	-5%	1	-3.6%	-1
